# Screening results (PubChem BioAssay)
# IP6K1 inhibitor = inhibitors of human IP6K1; IP6K1 kinase, ADP-Glo luminescence, 2 h; stronger effect = lower value; Q92551; activity change, % (series mostly up to about 58 µM); AID 1645851; 0.81% of 140,000 active; in the data active means activity change below about -25%
#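 ADP-Glo luminescence measures ADP made by human IP6K1 during a 2 h RT reaction with ATP/IP6 (mix at 1.3 mM/130 uM); top library doses 57.5 and 19.1 uM final.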
# HEK293 tox = cytotoxic compounds in HEK 293 cells | Potency, µM (titrated, usually from 115 µM), without a hit: top-dose activity change, negative = cytotoxicity, actives largely listed as inhibitors | HEK 293 viability, ATP luminescence (CellTiter-Glo), 48-72 h | 6.6% of 94,000 active; further: potency means the concentration at half of the fitted maximal effect; nearly all actives have a fitted effect of over 60% in size
#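 Viability of HEK 293 cells, plated at 250 cells/well, was judged by cellular ATP after compound treatment for 48 or 72 hr. Luminescence was imaged 10 min after CellTiter-Glo addition at room temperature.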
# HEK293 viab = reduces viability of HEK-293 SNCA reporter cells. HEK-293-SNCA-luc viability, GF-AFC fluorescence, 24 h. Potency, µM (doses to about 57.1 µM), for inactives: top-dose activity change, negative = cytotoxicity, usual class: cytotoxic. 0.12% of 150,000 active;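 further: potency means the concentration at half of the fitted maximal effect; 0% = DMSO-treated cells and -100% = medium-only wells without cells; nearly all actives have a fitted effect of over 30% in size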
#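 Cytotoxicity counterscreen: after 24 h compound treatment of genome-edited SNCA-luciferase HEK-293 cells, live-cell protease substrate GF-AFC read by fluorescence after 30 min; activity scaled between DMSO (0%) and medium-only (-100%), curves Hill-fitted.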
# 3T3 cytotox = cytotoxic compounds in NIH 3T3 cells. NIH 3T3 viability, CellTiter-Glo ATP luminescence, 48-72 h. Potency, µM (doses to about 96.7 µM), inactives show top-dose activity change, negative = cytotoxicity, usual class: inhibitors. 4.3% of 94,000 active. AID 1345082; further: potency means the concentration at half of the fitted maximal effect; nearly all actives have a fitted effect of over 55% in size
#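 First NIH 3T3 cells are plated at 400 cells/well; next compound is pinned in; then plates incubate 48 or 72 hr at 37 °C; finally CellTiter-Glo is added and luminescence read after 10 min.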
# GPT2 inhibitor = blocks human glutamate pyruvate transaminase 2; Potency, µM (titrated, usually from 57.7 µM), for inactives: top-dose activity change, negative = inhibition, hits mostly inhibitors; 0.25% of 100,000 active; Recombinant GPT2, coupled pyruvate oxidase/HRP Amplex Red fluorescence; further: potency means the concentration at half of the fitted maximal effect; nearly all actives have a fitted effect of over 60% in size; many of its hits are not listed in these tables
# Target sequence (Q8TD30 whole entry, looked up): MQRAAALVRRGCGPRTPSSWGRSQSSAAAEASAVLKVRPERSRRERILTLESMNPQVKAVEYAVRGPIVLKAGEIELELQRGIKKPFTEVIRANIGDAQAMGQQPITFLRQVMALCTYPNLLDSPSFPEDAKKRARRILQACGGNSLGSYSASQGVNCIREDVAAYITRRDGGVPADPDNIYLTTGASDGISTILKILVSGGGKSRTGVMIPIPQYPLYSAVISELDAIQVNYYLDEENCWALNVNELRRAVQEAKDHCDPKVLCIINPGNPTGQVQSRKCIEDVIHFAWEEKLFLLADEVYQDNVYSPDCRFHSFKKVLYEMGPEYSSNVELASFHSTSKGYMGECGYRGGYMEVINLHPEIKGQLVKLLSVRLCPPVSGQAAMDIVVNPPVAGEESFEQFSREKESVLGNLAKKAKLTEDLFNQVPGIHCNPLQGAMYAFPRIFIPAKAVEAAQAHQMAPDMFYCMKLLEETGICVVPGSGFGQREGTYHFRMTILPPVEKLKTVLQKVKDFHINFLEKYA
#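 Recombinant GPT2 (10ng/uL) with 250uM a-KG and 2mM L-alanine, 30 min at room temperature, in HEPES pH 7.5 buffer. Pyruvate detected by pyruvate oxidase/HRP/Amplex Red fluorescence after 30 min in the dark; AOA (50uM) as positive control.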
# FLuc inh = blocks purified firefly luciferase enzyme activity. P08659. purified P. pyralis luciferase, luminescence, biochemical. Potency, µM (top dose mostly 115 µM), without a hit: top-dose activity change, negative = inhibition, actives largely listed as inhibitors. 2.5% of 76,000 active; further: potency means the concentration at half of the fitted maximal effect; nearly all actives have a fitted effect of over 65% in size
# Target sequence (P08659 whole entry, looked up): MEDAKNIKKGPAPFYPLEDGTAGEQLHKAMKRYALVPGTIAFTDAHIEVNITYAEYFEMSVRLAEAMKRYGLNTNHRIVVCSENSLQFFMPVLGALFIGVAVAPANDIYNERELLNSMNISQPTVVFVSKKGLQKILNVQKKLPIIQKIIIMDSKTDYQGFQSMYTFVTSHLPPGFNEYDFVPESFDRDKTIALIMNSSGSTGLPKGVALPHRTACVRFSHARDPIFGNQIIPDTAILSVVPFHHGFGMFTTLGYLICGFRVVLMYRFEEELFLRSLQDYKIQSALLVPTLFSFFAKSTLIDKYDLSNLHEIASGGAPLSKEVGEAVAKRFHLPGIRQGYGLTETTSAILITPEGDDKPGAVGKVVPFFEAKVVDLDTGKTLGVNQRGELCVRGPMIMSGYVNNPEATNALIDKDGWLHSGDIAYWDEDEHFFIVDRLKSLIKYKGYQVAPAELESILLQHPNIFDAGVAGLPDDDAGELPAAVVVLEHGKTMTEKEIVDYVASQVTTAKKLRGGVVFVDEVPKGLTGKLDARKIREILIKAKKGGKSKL
#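 Purified 10nM P. pyralis luciferase with 10uM D-luciferin and 10uM ATP in 50mM Tris acetate pH 7.5, 10mM Mg acetate, 0.01% Tween-20, 0.05% BSA. qHTS titration; luminescence read by CCD imager.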
# SNCA expr inh = reduces expression of the alpha-synuclein gene. HEK-293 SNCA-luciferase knock-in, luminescence, 24 h. AID 1671194. 0.17% of 140,000 active. Potency, µM (series often up to 57.2 µM), inactives show at the top dose activity change, negative = inhibition, most hits filed as inhibitors;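 further: potency means the concentration at half of the fitted maximal effect; plate controls were DMSO cells for no effect and cell-free wells for full effect; nearly all actives have a fitted effect of over 45% in size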
# * marks the source's active call; other numbers are inactive results; i = inactive; ? = inconclusive; / = no result given; [ ] = another dose, or the depositor's remark. Unless noted, the call rests on the fitted dose curve; in most records, active means well fitted curve in the direction sought with a large enough effect; inconclusive means small, poorly fitted or top-dose-only effect, or another doubt; inactive means no such curve, though single readings can be large; an effect the other way counts as inactive or inconclusive. Unless noted, on the % scale 0 is the no-effect control and ±100 the full control effect. These rows are one share of the data; the hit share may differ from the screen's.
# Screens by letter: A = IP6K1 inhibitor; B = HEK293 tox; C = HEK293 viab; D = 3T3 cytotox; E = GPT2 inhibitor; F = FLuc inh; G = SNCA expr inh
> C[C@]1(CO)[C@H]2Cc3sc(NC(=O)c4ccc(F)cc4)nc3[C@@H](CC(=O)NCc3cccs3)[C@]2(C)CC[C@H]1O
  A: 6 | B: ? | C: -10% | D: ? | E: -6% | F: 2% | G: -11%

> O=C(c1ccc2oc(-c3ccncc3Cl)nc2c1)N1CCOCC1
  A: 17 | B: -24%[172 µM] | C: -4%[12.5 µM] | D: -30%[138 µM] | E: i | F: / | G: 3%[87.6 µM]

> CC(=O)NCCc1nc2ccccc2n1CCCCOc1ccc(Cl)cc1
  A: -7 | B: / | C: -15% | D: / | E: / | F: / | G: ?

> O=C(NC1CCCCC1)c1cn2cc(-c3ccc(C(F)(F)F)cc3)sc2n1
  A: 0 | B: 3% | C: 1% | D: -18% | E: -4% | F: / | G: -24%

> CC(C)c1nncn1C1CCN(S(=O)(=O)c2ccc(Cl)cc2)CC1
  A: 7 | B: -2% | C: -4% | D: -5% | E: -8% | F: -7% | G: 8%

> N#CC1(c2ccc(-c3cccc(CN4CCOCC4)c3)cc2)CCCC1
  A: 2 | B: ? | C: -6% | D: ? | E: i | F: 35µM* | G: 85%[activator]

> COc1ccc(C(=O)N2CCn3c(nnc3[C@@H]3C[C@@H](O)CN3C(C)C)C2)c(OC)n1
  A: 18 | B: -14% | C: 2%[12.5 µM] | D: -30% | E: i | F: -3% | G: 56%[activator]

> O=c1oc2c(CN3CCOCC3)c(O)ccc2cc1-c1ccccc1
  A: -14 | B: / | C: ? | D: / | E: / | F: / | G: 32%[activator]

> Cc1ccc(CCNC(=O)CN2N=C(c3ccc(C)cc3)CCC2=O)cc1
  A: -15 | B: / | C: 3% | D: / | E: / | F: / | G: -5%

> COc1cccc(-c2ccc(CN3CCCC(N[S+](=O)([O-])c4cccs4)C3)cc2)c1 (stereo not given)
  A: -7 | B: 13µM* | C: -14% | D: 32µM* | E: -11% | F: / | G: -14%

> CC1(C(=O)O)CC[C@]2(C(=O)OC3OC(CO)C(O)C(O)C3O)CC[C@]3(C)C(=CCC4[C@@]5(C)CC[C@H](OC6OCC(O)C(O)C6OC6OC(CO)C(O)C(O)C6O)C(C)(C)C5CC[C@]43C)C2C1 (stereo not given in full)
  A: -2 | B: / | C: ? | D: / | E: 1%[17.1 µM] | F: / | G: /

> Cc1noc(-c2cn(C3CCN(C(=O)c4ccccc4F)C3)nn2)n1 (stereo not given)
  A: 17 | B: -12% | C: -3% | D: -16% | E: i | F: 7% | G: -17%

> CCC1Oc2ccc(NC(=O)Cc3ccccc3)cc2CN(Cc2ccccc2)C1=O (stereo not given)
  A: 2 | B: ? | C: 9% | D: ? | E: i | F: -10% | G: ?

> CN(C)[C@@H]1CN(Cc2ccccc2F)CC[C@@H]1CNC(=O)C1CC1
  A: 8 | B: -12% | C: -1%[12.5 µM] | D: -9% | E: i | F: 3% | G: 16%

> COCCC1(C(=O)O)CCCN(CCN2CCCC2=O)C1 (stereo not given)
  A: 1 | B: i | C: -11% | D: 0% | E: ? | F: -5% | G: -10%

> COCCNC(=O)N1CCCC(CNC(=O)c2cccc3ccccc23)C1 (stereo not given)
  A: 1 | B: 3% | C: -6% | D: -19% | E: -1% | F: -1% | G: -15%

> NC(=O)c1ccc(NC(=O)C2CC(=O)N(c3n[nH]c4cccc(F)c34)C2)cc1 (stereo not given)
  A: 10 | B: -17% | C: 1% | D: ? | E: -36% | F: -11% | G: 6%

> COc1ccc(C(=O)n2nc(-c3cccnc3)nc2NCc2ccccc2)cc1OC
  A: -9 | B: / | C: 2% | D: / | E: / | F: / | G: -11%

> CN1CCCC(CN(CCc2ccccc2)C(=O)c2cc(C#N)cn2C)C1 (stereo not given)
  A: -5 | B: 1% | C: 2% | D: -8% | E: 5%[11.5 µM] | F: -1% | G: 8%

> O=C(NCc1cccc(Cl)c1)c1noc(-c2ccc(F)cc2)n1
  A: -4 | B: ? | C: -4% | D: 25µM* | E: i | F: -14% | G: ?

> O=C(Nc1ccc2nc(SCC(=O)N3CCCc4ccccc43)sc2c1)c1cccc(Cl)c1
  A: 24 | B: / | C: -8% | D: / | E: / | F: / | G: 11%

> CCOC(=O)c1ccc2nc(C)cc(Nc3cccc(C(=O)O)c3)c2c1
  A: 5 | B: / | C: 6% | D: / | E: / | F: / | G: 3%

> Fc1cccc(-c2nc(-c3ccncc3)no2)c1
  A: 3 | B: / | C: 0% | D: / | E: / | F: / | G: 111%[activator]

> CC(=O)N1Cc2ccccc2CC2(CCN(CCc3ccccc3)C2)C1 (stereo not given)
  A: 3 | B: ? | C: -8% | D: -30% | E: i | F: / | G: -2%

> CSc1ncc(C(=O)Nc2ccc(C(C)=O)cc2)c(-c2ccccc2)n1
  A: 35 | B: / | C: -6% | D: / | E: / | F: / | G: 143%[activator]

# Fetched one by one from above, five records:
# Screens by letter: A = IP6K1 inhibitor; B = HEK293 tox; C = HEK293 viab; D = 3T3 cytotox; E = GPT2 inhibitor; F = FLuc inh; G = SNCA expr inh
> CC(C)c1nncn1C1CCN(S(=O)(=O)c2ccc(Cl)cc2)CC1
  A: 7 | B: -2% | C: -4% | D: -5% | E: -8% | F: -7% | G: 8%

> O=C(c1ccc2oc(-c3ccncc3Cl)nc2c1)N1CCOCC1
  A: 17 | B: -24%[172 µM] | C: -4%[12.5 µM] | D: -30%[138 µM] | E: i | F: / | G: 3%[87.6 µM]

> Cc1ccc(CCNC(=O)CN2N=C(c3ccc(C)cc3)CCC2=O)cc1
  A: -15 | B: / | C: 3% | D: / | E: / | F: / | G: -5%

> Fc1cccc(-c2nc(-c3ccncc3)no2)c1
  A: 3 | B: / | C: 0% | D: / | E: / | F: / | G: 111%[activator]

> COCCC1(C(=O)O)CCCN(CCN2CCCC2=O)C1 (stereo not given)
  A: 1 | B: i | C: -11% | D: 0% | E: ? | F: -5% | G: -10%

# Continuation:
# Screens by letter: A = IP6K1 inhibitor; B = HEK293 tox; C = HEK293 viab; D = 3T3 cytotox; E = GPT2 inhibitor; F = FLuc inh; G = SNCA expr inh
> CCOC(=O)c1[nH]c(C)c(CCC(=O)NCc2ccccc2C)c1C
  A: 24 | B: / | C: 1% | D: / | E: / | F: / | G: -6%

> CCOc1ccc(C2Cn3nnc(-c4nc(-c5cccnc5)no4)c3CO2)cc1 (stereo not given)
  A: 7 | B: 0% | C: -6% | D: -12% | E: i | F: 6% | G: -30%

> COc1ncccc1-c1cnc2[nH]cc(CC(=O)N3CCOCC3)c2c1
  A: -13 | B: ? | C: -6%[87.6 µM] | D: ? | E: i | F: -1%[172 µM] | G: 29%[87.6 µM]

> COc1cc(F)ccc1-c1cc2c(ccn2Cc2ccncc2)c(N2CCOCC2)n1
  A: 6 | B: 79µM* | C: 0%[87.6 µM] | D: ? | E: 1%[88.5 µM] | F: -13%[172 µM] | G: -19%[87.6 µM]

> Cn1ncc(N2CCC(CNC(=O)c3cccc4ccnn34)C2)cc1=O (stereo not given)
  A: -3 | B: -8% | C: 7% | D: -12% | E: 5% | F: -1% | G: -4%

> COc1ccccc1CN1CCC2(CCCN(C3CCOCC3)C2=O)C1 (stereo not given)
  A: 23 | B: 2% | C: -8% | D: 1% | E: i[11.5 µM] | F: 3% | G: -24%

> Cc1ccc(NC(=O)N2C[C@H](c3nc(-c4ccncc4)no3)[C@@H](C)C2)cc1C
  A: -3 | B: ? | C: 1% | D: -21% | E: -11% | F: -20% | G: 11%

> O=C1C[C@@H](c2ccc(O)cc2)Oc2cc(O)ccc21
  A: -35* | B: / | C: -8% | D: / | E: i | F: / | G: /

> CCOc1ccccc1NS(=O)(=O)c1ccc2c(c1)oc(=O)n2C
  A: 70 | B: / | C: 5% | D: / | E: / | F: / | G: 36%[activator]

> COCc1ccc(C(=O)N2CCC(c3[nH]ncc3-c3ccccc3)CC2)o1
  A: 1 | B: -3% | C: -2% | D: -22% | E: -5% | F: 7% | G: 4%

> C=CCN(C)C(=O)C[C@@H]1c2nc(NC(=O)Cc3ccc(OC)cc3)sc2C[C@@H]2[C@](C)(CO)[C@H](O)CC[C@]21C
  A: -2 | B: ? | C: -17% | D: ? | E: 2% | F: 13% | G: -29%

> COCCNc1nc2c([S+](=O)([O-])c3cccnc3)nnn2c2ccccc12
  A: 7 | B: -3% | C: 7% | D: -16% | E: -3% | F: / | G: 6%

> COc1ccccc1Nc1ccnc(N2CCC(C(=O)NCc3ccc4c(c3)OCO4)CC2)n1
  A: 11 | B: ? | C: 9% | D: ? | E: -5% | F: / | G: ?

> Cc1ccsc1C(=O)N1CCC(n2cc(-c3nc(C4CC4)no3)nn2)C1 (stereo not given)
  A: -8 | B: ? | C: 5% | D: -25% | E: 1% | F: 5% | G: -12%

> CCc1ccccc1NC(=O)COc1ccc(NC(=O)C2CC2)cn1
  A: -2 | B: -6% | C: 4% | D: 2% | E: i | F: 0% | G: -12%

> O=C1CCN(C(=O)CCc2ccccc2)CCCCCCN1
  A: 8 | B: -7% | C: -9% | D: -24% | E: i | F: 0% | G: ?

> CCC(C)NC(=O)C(NC(=O)c1cccc(OC)c1)C1CCN(C(=O)C2CC2)CC1 (stereo not given)
  A: 10 | B: -10% | C: -1% | D: -2% | E: i | F: 2% | G: -10%

> Cc1nn(C(=O)c2c(F)cccc2F)c(C)c1S(=O)(=O)N1CCOCC1
  A: 3 | B: / | C: -11% | D: / | E: / | F: / | G: 1%

> Cc1ccc(F)c(OCC(=O)c2ccc3c(c2)N(C(C)C(=O)NCc2ccco2)C(=O)CO3)c1 (stereo not given)
  A: -3 | B: ? | C: 7% | D: ? | E: ? | F: -14% | G: 6%

> Cc1nc(C)c(-c2ccc(SCC(=O)Nc3ccc(C)c(F)c3)nn2)s1
  A: -7 | B: / | C: 5% | D: / | E: / | F: / | G: 1%

> O=[S+]([O-])(c1cccc(C(F)(F)F)c1)N1CCN(Cc2ccccc2-c2cccnc2)CC1
  A: 11 | B: ? | C: 4%[12.5 µM] | D: 35µM* | E: 4% | F: / | G: ?

> CCc1cc(=O)n(Cc2cccnc2)c(N2CCOCC2)n1
  A: 17 | B: ? | C: 7% | D: ? | E: i | F: -3% | G: 5%

> CC[C@@H](C)Nc1cc(C(=O)NC2CC3CC[C@@H](C2)N3c2ccc(C(=O)C3CC3)cn2)c(C)cc1C(N)=O (stereo not given in full)
  A: 1 | B: / | C: 5% | D: / | E: i | F: / | G: /

> COc1ccccc1CN1Cc2[nH]cnc2C[C@H]1c1nc(-c2cccc(C)c2)no1
  A: 0 | B: 63µM* | C: -16%[87.6 µM] | D: 71µM* | E: -1%[88.5 µM] | F: -6%[172 µM] | G: ?
